KDM5B inhibitor – Primary screen for KDM5B Histone Demethylases FDH-coupled qHTS; Potency, µM (doses to about 57.7 µM), without a hit: top-dose activity change, negative = inhibition, hits mostly inhibitors; KDM5B demethylase, FDH-coupled NADH fluorescence (FDH is formaldehyde dehydrogenase); 220,000 tested, 2.6% active; active = well fitted inhibition curve with a large enough effect; inconclusive = small, poorly fitted or top-dose-only effect; inactive = no such curve, though single readings can be large or run the other way; note: 0% is about no effect; nearly all actives have a fitted effect of over 70% in size
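Inhibition is measured as reduced NADH fluorescence generation from FDH coupling to formaldehyde release. Truncated KDM5BΔAP at 200 nM final acts on H3K4me3 peptide (12.5 µM in substrate mix) in pH 7.5 HEPES buffer with Tween-20, 30 min, room temperature.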
* = called active by the depositor; i = inactive; ? = inconclusive; [ ] = another dose, or the depositor's remark. Potency is the fitted concentration of half-maximal effect. An excerpt; the hit share may differ from the screen's.

Preview:
SMILES	KDM5B inhibitor
O=C(Nc1ccccc1)O[C@@H]1CO[C@H]2[C@@H]1OC[C@@H]2n1nnnc1Sc1ccccc1	18%[86.2 µM]
Cc1ccccc1Nc1nn2c(=O)c3ccc(C(=O)N4CCCC(C)C4)cc3nc2s1 (stereo not drawn)	-11%

All compounds of this part, from the start:
SMILES	KDM5B inhibitor
O=C(Nc1ccccc1)O[C@@H]1CO[C@H]2[C@@H]1OC[C@@H]2n1nnnc1Sc1ccccc1	18%[86.2 µM]
Cc1ccccc1Nc1nn2c(=O)c3ccc(C(=O)N4CCCC(C)C4)cc3nc2s1 (stereo not drawn)	-11%
COC(=O)c1nc2n(n1)C(c1cccc(Br)c1)C(C(=O)Nc1ccc(C)cc1C)=C(C)N2 (stereo not drawn)	-5%
CN(C)C(=O)SN(C(=O)c1ccccc1)c1ccccc1	?
COc1cccc(OCCN(C)C(=O)C2CCCN(C(=O)N(C)C)C2)c1 (stereo not drawn)	-11%
Cc1ccc2[nH]c(=O)c(CCC(=O)NCCN3CCc4ccccc4C3)cc2c1	?
O=S(=O)(c1ccccc1)c1nnn2c1nc(NC1CCCC1)c1ccccc12	?
Cc1ccc(-n2cc(CN3CCN(C(=O)c4ncn[nH]4)CC3)c(-c3ccc(F)cc3)n2)cc1	-17%
CC(C)c1ccc(N2CC(C(=O)N(C)C3CCSCC3)CC2=O)cc1 (stereo not drawn)	-5%
CC(C)(C)NC(=O)CC(NC(=O)c1ccccc1Cl)c1ccccc1 (stereo not drawn)	18%
N#C/C(=C\c1ccc(-c2ccc(Br)cc2)o1)c1ccccc1	5%
COC(=O)c1ccc(CNC(=O)c2cccc(OC)c2)cc1	-14%
O=C(O)CCCNS(=O)(=O)c1ccc(C(=O)O)cc1	-4%
Cc1onc(-c2ccccc2)c1C(=O)N1CCN(S(=O)(=O)c2ccc(OC(F)(F)F)cc2)CC1	-8%
CC(C)C(=O)NCC(=O)N1CCCCCCNC(=O)CC1c1ccccc1 (stereo not drawn)	7%
CCOC(=O)N1CCN(C(C(=O)O)c2ccc(OC)nc2OC)CC1 (stereo not drawn)	-2%
CN(C)C(=O)c1cccnc1N1CC2CC(C1)[C@H]1CCCC(=O)N1C2 (stereo partly drawn)	?
COc1ccc(OC)c(S(=O)(=O)Nc2cccc3ccccc23)c1	-7%
O=C1NCc2ccccc2CC12CCN(Cc1cccc(Br)c1)C2 (stereo not drawn)	14%[115 µM]
CCC(=O)Nc1ccccc1-c1nc2ccccc2n(C(C)C(=O)Nc2cccc(Cl)c2C)c1=O (stereo not drawn)	-26%
Cc1cccc(N(C)c2nc3ccccc3c3nnc(C)n23)c1	-20%
O=C(C[C@@H]1O[C@H](CNC(=O)Nc2cccc(F)c2)[C@@H](O)[C@H]1O)NCc1cccnc1	0%[86.2 µM]
O=C(O)COc1ccc(/C=C2/NC(=O)NC2=O)cc1Cl	7%
Clc1ccc(C[n+]2cc(-c3ccc(Cl)cc3)n3c2CCC3)cc1	-5%
CCOC(=O)N1CCC(NC(=O)c2cc3cc(F)ccc3[nH]2)CC1	?
CCOc1ccc2c(n1)CCN(C(=O)c1ccc(C(C)C)cc1)C2	11%
COc1cccc(OC)c1C(=O)Nc1ccc(C(=O)NCc2ccccc2)cc1	5%
CC(C)CCNC(=O)c1cc2cc(S(=O)(=O)N3CCCCC3)ccc2n1C	?
Cc1cccc2nc(-c3ccc(Cl)s3)c(Nc3ccc4c(c3)OCCO4)n12	?
Cc1ccc(S(=O)(=O)N2CCCCC2C(=O)Nc2nncs2)cc1 (stereo not drawn)	-3%
CCN(CC)CC(O)Cn1c(-c2ccccc2Cl)nc2ccccc21 (stereo not drawn)	16%
CCCOc1ccc(NC(=O)COc2ccc(C)c(C)c2)c2cccnc12	-24%
COc1cccc(Cc2nc3ccccc3nc2SCC(=O)Nc2ccccc2F)c1	-9%
COc1ccc(C(=O)N2CCCC(c3[nH]ccc3C(N)=O)C2)cc1F (stereo not drawn)	-22%
Cc1ccc(NC2=C(CC(=O)O)C(c3ccc(F)cc3)N(c3ccc(C)cc3)C2=O)cc1 (stereo not drawn)	?
CCc1ccc(C(=O)c2cn(CC(=O)Nc3ccc(C)c(C)c3)c3ccccc3c2=O)cc1	?
CCOCCc1nnc(NC(=O)C(=O)c2cc(C)n(-c3ccc(Cl)cc3)c2C)s1	-24%
CCc1ccccc1N(C)C(=O)C1CCCN(c2ncnc3onc(-c4ccc(F)cc4)c23)C1 (stereo not drawn)	-13%
C[S+](=O)([O-])c1cccc(-c2cnc3[nH]cc(CC(N)=O)c3c2)c1	-26%[86.2 µM]
Cc1cc(C(=O)Nc2ccc(S(=O)(=O)N3CCCCCC3)cc2)no1	-11%
COCCc1noc(-c2ccccc2OC2CN(C(=O)Cc3cccc(C)c3)C2)n1	?
CC(=O)N1CCC(N(CCCN2CCC(C)CC2)C(=O)Nc2ccccc2C(F)(F)F)CC1	6%
O=C(N/N=C/c1cccc(Cl)c1)C1CC1	-16%
COc1ccc(NS(=O)(=O)c2ccc3c(c2)CCN3C(=O)CCC(=O)O)cc1Cl	-14%
NC(=O)C1CCN(C(=O)Cn2ccc3cc(Br)ccc32)CC1	5%
Cc1sc2ncn(Cc3nc(-c4ccco4)no3)c(=O)c2c1C	-9%
Cn1cccc1CN[C@H]1[C@H](O)[C@@H](N2CCCC2)[C@@H]2OC[C@H]1O2	25µM*
Cc1c(-c2ccccc2)nc2c(C)cc(Br)cc2c1C(=O)NC1CCCCC1	23%
CCN1C(=O)C(=O)N(Cc2coc(-c3ccc(C)cc3)n2)C1=O	4%
CCCS(=O)(=O)N1CCC2(CCC2OC)CC1 (stereo not drawn)	0%
COc1ccccc1OCCn1c(-c2ccc(Cl)cc2)nc2ccccc2c1=O	-5%
COC(=O)CCC(=O)N1CCCC(N2CCN(c3cccc(Cl)c3)CC2)C1 (stereo not drawn)	?
C/C(=N\Nc1ccc([N+](=O)[O-])cc1)c1ccc(C)cc1C	0%
CC1(C)[C@H]2CC[C@@H](CNC(=O)c3ccc(Cl)nc3)[C@@H]1C2	3%[86.2 µM]
O=C(Nc1ccccc1O)c1cc(S(=O)(=O)N2CCCC2)ccc1Cl	-24%
COc1ccc(Cn2c(CO)cnc2SCc2ccc(C)cc2)cc1	-16%
COc1ccccc1C(=O)Nc1ccc([C@@H](O)[C@H]2COCC(=O)N2Cc2ccc(F)cc2)cc1	-12%
Cc1ccc(NC(=O)c2nn(CC(C)C)c(=O)c3ccccc23)cc1S(=O)(=O)N1CCOCC1	2%
CC(C)CCOc1ccccc1Cn1c(=O)sc2ccccc21	16%
Cn1c(=O)[nH]c(=O)c2c1nc(Cl)n2Cc1ccccc1	15%

Two entries drawn at random from those above, as already listed:
SMILES	KDM5B inhibitor
Cn1cccc1CN[C@H]1[C@H](O)[C@@H](N2CCCC2)[C@@H]2OC[C@H]1O2	25µM*
Cc1sc2ncn(Cc3nc(-c4ccco4)no3)c(=O)c2c1C	-9%

More structures.
SMILES	KDM5B inhibitor
COc1cccc(CNc2ncc(-c3ccc(Br)cc3)n2C)c1	?
Cc1ccc(C2c3cc(OCc4nc(C(=O)NC(C)C)co4)ccc3CCN2C(=O)C2CC2)cc1 (stereo not drawn)	-5%
COc1ccc(OC)c2[nH]c(C(=O)NCCC(=O)Nc3ccc4c(c3)OCCO4)cc12	-9%
CCCC(=O)NCc1nc2cccnc2n1Cc1ccc(F)cc1	2%
COc1ccc(S(=O)(=O)N2C[C@@H]3C[C@H](C2)c2c(NC(=O)c4ccccc4)ccc(=O)n2C3)cc1	141%[activator]
CNC(=O)N1CCC(C2CCN(S(=O)(=O)c3ccc4c(c3)CCC4)C2)CC1 (stereo not drawn)	-14%
Cc1ccnc(NC(=O)C2CC(=O)N(c3n[nH]c4cc(Br)ccc34)C2)c1 (stereo not drawn)	-8%
O=C(Nc1cccc2cccnc12)c1ccc(Cl)cc1	0%
C/C(=N\OC(=O)Nc1ccccc1)c1ccc(C)cc1	-26%
CCOc1ccc(CNC(=O)c2cccc(NC(=O)N3CCSc4ncccc43)c2)cc1	?
CC(=O)N1C[C@@H]2OCC(=O)N(c3ccccc3)[C@@H]2C1	0%[115 µM]
CC(C)(C)C(=O)N[C@H]1C[C@@H](Cc2cc(-c3ccccc3)on2)C1(C)C	-8%[86.2 µM]
Fc1ccc(NCc2c(F)cccc2Cl)cc1Cl	4%
CCOCCCn1c(=N)c(C(=O)NC2CCCC2)cc2c(=O)n3cc(C)ccc3nc21	i
CCOC(=O)/C(=C\c1ccccc1)NC(=O)c1ccccc1	11%
O=[N+]([O-])c1ccc(Nc2nccc(Cl)n2)cc1	-5%
CC(=O)c1ccc(NC(=O)Cc2ccc3c(c2)CCC3)cc1	26%
CC(C)CCCC1CN(C(=O)CCN2CCCCCC2=O)CCO1 (stereo not drawn)	26%
CO[C@H]1[C@H](NC(=O)Cc2ccc3c(c2)OCO3)c2ccccc2C12CCNCC2	1%
COc1cccc(CC(=O)Nc2ccc3c(c2)CN(Cc2ccccc2OC)C(=O)C(C)O3)c1 (stereo not drawn)	-1%
CCOC(=O)C1=C(CS(=O)(=O)c2ccc(C(C)(C)C)cc2)NC(=O)NC1c1cccc(OC)c1 (stereo not drawn)	-13%
Cc1ccc(COC(=O)c2[nH]c3c(c2C)C(=O)CC(c2ccc(Cl)cc2)C3)cc1 (stereo not drawn)	6%
O=C(Nc1ccc([C@@H](O)[C@H]2COCC(=O)N2CCCc2ccccc2)cc1)C1CC1	-11%[86.2 µM]
Cc1cccc(C(=O)n2nc(-c3cccnc3)nc2NCc2ccc(F)cc2)c1	-14%
O=C(CC1CCCC1)NCCc1noc(Cc2ccccc2)n1	-15%
Cc1cc(=O)oc2cc(OCC(=O)Nc3ccc4c(c3)OCCO4)ccc12	-4%
O=C(CN1CCN(S(=O)(=O)Cc2ccccc2)CC1)Nc1ccc(F)c(F)c1	19%
Cc1ccccc1Cn1c(COc2ccc(Cl)cc2)nc2ccccc21	3%
O=C(O)Cn1ccc2cc(OCC3CCN(C(=O)C4CCCC4)CC3)cnc21	35µM*
CCOC(=O)c1cc(C)sc1NC(=O)CSc1nccn1C	13%

Shown as labelled records: entries from further up
O=[N+]([O-])c1ccc(Nc2nccc(Cl)n2)cc1
  KDM5B inhibitor = -5%

CC(C)(C)C(=O)N[C@H]1C[C@@H](Cc2cc(-c3ccccc3)on2)C1(C)C
  KDM5B inhibitor = -8%[86.2 µM]

Cc1ccnc(NC(=O)C2CC(=O)N(c3n[nH]c4cc(Br)ccc34)C2)c1 (stereo not drawn)
  KDM5B inhibitor = -8%

Cc1cc(=O)oc2cc(OCC(=O)Nc3ccc4c(c3)OCCO4)ccc12
  KDM5B inhibitor = -4%

The listing continues:
SMILES	KDM5B inhibitor
Cc1cc(NC(=O)COc2ccc3c(C(C)C)cc(=O)oc3c2)no1	?
CCN(CC)C(=O)c1sc2c(c1C)c(=O)n(-c1ccccc1)c(=O)n2Cc1cc(=O)n2ccccc2n1	-2%
CCOc1ccc(NC(=O)Cn2c(=O)c(CNc3ccc(CC)cc3)cc3cc4c(cc32)OCO4)cc1	-5%
Cc1ccc(-c2ncc(C(=O)N3CCC(Nc4ncccn4)CC3)c(=O)[nH]2)cc1	?
Cc1c(-c2cccc(F)c2)c(=O)oc2ccccc12	9%
O=C1CCN(S(=O)(=O)c2cccc(F)c2)CCCC(c2nc(-c3cccnc3)no2)CCN1 (stereo not drawn)	-1%
Cc1c(S(=O)(=O)c2ccccc2)c(NC(=O)C(C)C)n(C(C)C)c1C	-11%
COc1ccc(CCNC(=O)c2c(Nc3ccccc3C)sc(C(=O)c3ccccc3)c2N)cc1OC	-27%
CCOC(=O)c1cc(-c2ccccc2)n(CCCC(=O)Nc2ccc(C)cc2Cl)c1C	?
CC(C)C(=O)Nc1ccc2c(C(C(=O)O)N3CCN(C=O)CC3)c[nH]c2c1 (stereo not drawn)	7%
CCN(CC)C(=O)CN1C(=O)COc2ccc(S(=O)(=O)N3CCOCC3)cc21	10%
CC1(c2noc(-c3ccccc3)n2)CCN(C(=O)C2CCN(C(=O)c3ccc(=O)[nH]c3)CC2)CC1	-20%
Cn1cnc(S(=O)(=O)N2C[C@@H](F)C[C@H]2C(=O)N2CCCCC2)c1	17%
COc1ccc(CNc2oc(-c3ccccc3)nc2C#N)cc1OC	?
Fc1ccccc1Nc1ncnc2c1oc1ccccc12	6%
Cc1cccc(OCCc2noc(C3CCCCN3)n2)c1 (stereo not drawn)	58%[activator]
N#C/C(=C/c1ccccc1Cl)c1nc2ccccc2c(=O)[nH]1	-9%
COc1ccc(NC2=N[C@H]3[C@@H](O)[C@H](O)C[C@H](C(=O)NCc4ccccc4OC)[C@H]3S2)cc1	20%
O=S(=O)(/C=C/c1ccccc1)N1CCNCC1	60%[activator]
O=C(N[C@@H]1CN(C(=O)Nc2ccccc2)CCC[C@H]1O)c1ccc(OCCN2CCCC2)cc1	-16%
NC(=O)c1cccc(CN2CCC3(CC2)CC(c2cccnc2)=NO3)c1	-9%[115 µM]
CCOc1ccccc1CN1CCC2(CCN([S+](=O)([O-])c3cccc(C(F)(F)F)c3)CC2)Oc2ccccc21	13µM*
Cc1cc2nc(-c3cccc(NC(=O)c4cccc5ccccc45)c3)oc2cc1C	?
COc1ccc(C(=O)N2CCC(N3C(=O)[C@H](OC)[C@@H]3c3ccncc3)CC2)c(OC)c1	-13%

Bioassay records as filed in PubChem BioAssay.
